Lipid droplet = modulators of hepatic lipid droplet formation. AML12 mouse hepatocytes, oleate lipid droplets, BODIPY imaging. inhibition, % at 6.5 µM. 0.4% of 240,000 active. AID 1656;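 active = lipid droplet intensity inhibited by at least 50%, with more than 500 cells counted; inconclusive = wells with under 300 cells, treated as cytotoxic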
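System: AML12 hepatocytes (mouse). Probe or stimulus: oleic acid at 100 µM to induce lipid droplet formation. Times: overnight treatment with compound plus oleate. Detection: Image-based BODIPY and DAPI two-channel analysis. Evaluation: percent inhibition of filter-corrected integrated lipid droplet intensity per well.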
HIV fusion peptide = cell-free HIV fusion peptide-binding blockers – biochemical, uHTS, fluorescence dequenching, primary screen (AID 1986); 0.3% of 290,000 active; inhibition, % at 20 µM; hits with a dose series show IC50 in µM; cell-free peptide binding, fluorescence dequenching, 30 min; higher % means a stronger effect; in the data active = inhibition mostly above about 52%, no sharp cut-off; inactive = mostly below about 76%; also: some results filed as inactive read as strong as hits
AID2073 = inhibitors of Mint1-CaV2.2 protein interaction, biochemical, HTRF (AID 2073); HTRF protein-protein interaction, Mint1-CaV2.2; higher % means a stronger effect; inhibition, % at 20 µM, or IC50 in µM where a hit was titrated; 0.19% of 290,000 active; in the data active = inhibition mostly above about 51%, no sharp cut-off; inconclusive = no clear call, values can overlap the other calls; inactive = mostly below about 53%; also: some results filed as inactive read as strong as hits
XIAP displacement = XIAP antagonists, biochemical, IAP family, fluorescence polarization (AID 1018); one-dose displacement, % at 20 µM; IC50 in µM for titrated hits; XIAP BIR domain, fluorescence polarization peptide displacement; higher % means a stronger effect; 0.007% of 200,000 active; in the data active = displacement above about 50%; also: a part of the inactive calls stands beside numbers as strong as those of hits
SIAH1 antagonists = blockers of Siah-1 interaction with plectin peptide – biochemical, fluorescence polarization, rhodamine-plectin, uHTS, primary screen (AID 1817); Siah-1 / rhodamine-plectin peptide fluorescence polarization; higher % means a stronger effect; displacement, % at 20 µM, or IC50 in µM where a hit was titrated; 0.02% of 290,000 active;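 active = displacement of at least 50% at 20 µM, with a fluorescence ratio check between 0.3 and a set limit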;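 also: plate controls were Siah plus tracer with DMSO for no effect and tracer alone without Siah for full effect; strong numbers were not always called active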
Myeloid diff MLP = compounds promoting myeloid differentiation; AID 624256; calls only at 10 µM; ER-HoxA9 myeloid progenitors, lysozyme-GFP differentiation, flow cytometry; 1% of 360,000 active;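 active = normalized GFP-positive differentiation at or above the plate's own cutoff, the solvent-only control mean plus 3 SD; inconclusive = no clear call, values can overlap the other calls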;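 also: cells exposed to compound for four days before flow analysis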
NOD2 inhibition = inhibition of NOD2-driven NF-kB reporter – cell-based, luminescence, uHTS, HEK293 (AID 1566); one-dose inhibition, % at 4 µM; EC50 in µM for titrated hits; HEK293 NOD2/NF-kB luciferase reporter, luminescence; higher % means a stronger effect; 0.63% of 290,000 active; also: many of its hits are not listed in these tables
Dengue-2 NS5 capping = flavivirus cap methylation enzyme inhibition – biochemical, confirmation dose response, primary screen (AID 588689). Dengue-2 NS5 methyltransferase capping enzyme assay, biochemical; higher % means a stronger effect. inhibition, % at 25 µM, or IC50 in µM where a hit was titrated. 0.3% of 340,000 active; in the data active = a potency from the dose series; inconclusive = inhibition above about 29% without an active follow-up result
LYP inhibition = inhibitors of LYP phosphatase, biochemical, fluorescence intensity, uHTS (AID 1779); 0.054% of 290,000 active; inhibition, % at 11.5 µM; hits with a dose series show IC50 in µM; recombinant LYP phosphatase, fluorescence intensity; higher % means a stronger effect;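 also: plate controls were vehicle with enzyme for no effect and no enzyme for full effect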
Lipid droplet cells 6.5 µM = further read-out of Lipid droplet, marked with its call; cell count; measured here: cell count, cytotoxicity flag;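 cells counted across two imaged fields per well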
Myeloid diff MLP GFP+ MAC1+ % = further read-out of Myeloid diff MLP, marked with its call; GFP+ MAC1+ double positive, %; measured here: differentiation confirmed by MAC1 staining
Numbers without * were called inactive; i = inactive; ? = inconclusive; / = no result given; + = active, no number. Rule as the data show it, unless noted: active = inhibition above about 50%; inactive = the rest.

SMILES	Lipid droplet	Lipid droplet cells 6.5 µM	HIV fusion peptide	AID2073	XIAP displacement	SIAH1 antagonists	Myeloid diff MLP	Myeloid diff MLP GFP+ MAC1+ %	NOD2 inhibition	Dengue-2 NS5 capping	LYP inhibition
N#Cc1nc(-c2ccc(OCc3ccccc3Cl)cc2)oc1NCCCn1ccnc1	14	784	-3.0%	8%	15%	-10%	/	/	-8%	/	-6%
CCc1c(C(=O)N2CCCN(C)CC2)csc1C	0	775	2.5%	-6%	/	3%	i	1.2	11%	6%	-2%
CSCC[C@H](NC(=O)Cc1c(C)c2c(cc(C)c3c(C)c(C)oc32)oc1=O)C(=O)O	-2	845	2.6%	43%	/	4%	i	0.8	14%	3%	-6%
Cc1nc(NC(=O)CCc2ccccc2)ccc1Br	-14	709	-1.2%	14%	-4.8%	-3%	i	0.5	-28%	-6%	-7%
Cn1c2ccccc2c2c(C(=O)N3CCN(C(=O)c4ccco4)CC3)cn(C3CCCCC3)c(=O)c21	-17	791	5.3%	8%	-7.6%	1%	i	0.5	16%	-4%	-1%
CC(C)(C)c1cc(Br)ccc1OCC(=O)Nc1ncn[nH]1	10	771	1.9%	-6%	-4.0%	-1%	i	1.1	0%	0%	-6%
O=C(COC(=O)c1ccc(NS(=O)(=O)c2cccs2)cc1O)NCc1ccccc1	3	665	4.4%	3%	-9.7%	-2%	i	3.2	-34%	-17%	1%
O=C(CCn1cccn1)N1CCCC(N2CCN(c3cccc(Cl)c3)CC2)C1 (configuration not stated)	11	634	0.6%	0%	/	1%	i	0.4	-17%	-3%	-4%
O=C(O)CN1C(=O)C(=O)N(Cc2ccc(C(F)(F)F)cc2)C1=O	19	441	-2.0%	19%	/	-1%	i	0.8	-8%	-2%	-5%
Cc1cccc(CN2CCCC(C(=O)Nc3ccc(-c4cscn4)cc3)C2)c1 (configuration not stated)	-29	601	-1.2%	0%	/	-7%	i	1.0	-3%	-3%	-3%
O=S(=O)(c1ccc(F)cc1)N1CCN(Cc2ccccc2C(F)(F)F)CC1	-16	773	1.2%	8%	-4.0%	8%	i	0.5	-10%	1%	-1%
Cc1noc(C)c1COC(=O)C1(c2cccc(F)c2)CCCC1	/	/	2.7%	18%	-1.0%	-7%	i	0.9	14%	-2%	-10%

Twelve entries from above in another layout:
mol | Lipid droplet | Lipid droplet cells 6.5 µM | HIV fusion peptide | AID2073 | XIAP displacement | SIAH1 antagonists | Myeloid diff MLP | Myeloid diff MLP GFP+ MAC1+ % | NOD2 inhibition | Dengue-2 NS5 capping | LYP inhibition
N#Cc1nc(-c2ccc(OCc3ccccc3Cl)cc2)oc1NCCCn1ccnc1 | 14 | 784 | -3.0% | 8% | 15% | -10% | / | / | -8% | / | -6%
CCc1c(C(=O)N2CCCN(C)CC2)csc1C | 0 | 775 | 2.5% | -6% | / | 3% | i | 1.2 | 11% | 6% | -2%
CSCC[C@H](NC(=O)Cc1c(C)c2c(cc(C)c3c(C)c(C)oc32)oc1=O)C(=O)O | -2 | 845 | 2.6% | 43% | / | 4% | i | 0.8 | 14% | 3% | -6%
Cc1nc(NC(=O)CCc2ccccc2)ccc1Br | -14 | 709 | -1.2% | 14% | -4.8% | -3% | i | 0.5 | -28% | -6% | -7%
Cn1c2ccccc2c2c(C(=O)N3CCN(C(=O)c4ccco4)CC3)cn(C3CCCCC3)c(=O)c21 | -17 | 791 | 5.3% | 8% | -7.6% | 1% | i | 0.5 | 16% | -4% | -1%
CC(C)(C)c1cc(Br)ccc1OCC(=O)Nc1ncn[nH]1 | 10 | 771 | 1.9% | -6% | -4.0% | -1% | i | 1.1 | 0% | 0% | -6%
O=C(COC(=O)c1ccc(NS(=O)(=O)c2cccs2)cc1O)NCc1ccccc1 | 3 | 665 | 4.4% | 3% | -9.7% | -2% | i | 3.2 | -34% | -17% | 1%
O=C(CCn1cccn1)N1CCCC(N2CCN(c3cccc(Cl)c3)CC2)C1 (configuration not stated) | 11 | 634 | 0.6% | 0% | / | 1% | i | 0.4 | -17% | -3% | -4%
O=C(O)CN1C(=O)C(=O)N(Cc2ccc(C(F)(F)F)cc2)C1=O | 19 | 441 | -2.0% | 19% | / | -1% | i | 0.8 | -8% | -2% | -5%
Cc1cccc(CN2CCCC(C(=O)Nc3ccc(-c4cscn4)cc3)C2)c1 (configuration not stated) | -29 | 601 | -1.2% | 0% | / | -7% | i | 1.0 | -3% | -3% | -3%
O=S(=O)(c1ccc(F)cc1)N1CCN(Cc2ccccc2C(F)(F)F)CC1 | -16 | 773 | 1.2% | 8% | -4.0% | 8% | i | 0.5 | -10% | 1% | -1%
Cc1noc(C)c1COC(=O)C1(c2cccc(F)c2)CCCC1 | / | / | 2.7% | 18% | -1.0% | -7% | i | 0.9 | 14% | -2% | -10%

(further entries)
SMILES	Lipid droplet	Lipid droplet cells 6.5 µM	HIV fusion peptide	AID2073	XIAP displacement	SIAH1 antagonists	Myeloid diff MLP	Myeloid diff MLP GFP+ MAC1+ %	NOD2 inhibition	Dengue-2 NS5 capping	LYP inhibition
COc1ccc(CNC(=S)Nc2ccccc2-c2ccccc2)cc1	6	686	-0.2%	-6%	-2.7%	-2%	i	0.3	-10%	-2%	4%
CC1CCCCC1NC(=O)COC(=O)c1ccc(N(C)C)cc1 (configuration not stated)	11	774	-0.9%	6%	-0.1%	0%	i	0.2	7%	-2%	0%
Cc1cc(C)n(-c2ccc(C(=O)Nc3nc4ccccc4s3)cc2)n1	/	/	2.1%	19%	3.0%	1%	i	0.6	-89%	3%	-11%
Cc1ccc2cccc(OCC(=O)NCc3ccco3)c2n1	/	/	0.5%	5%	-3.3%	0%	i	0.9	5%	-5%	3%
Cc1c(N=C2NC(=O)C(CC(=O)Nc3ccccc3)S2)c(=O)n(-c2ccccc2)n1C (configuration not stated)	1	707	3.6%	-8%	-3.9%	-4%	i	0.8	3%	-6%	-2%
COc1ccccc1NC(=O)CSc1c2c(nc3ccccc13)CCC2	-10	555	0.0%	2%	-1.3%	-4%	i	0.9	0%	1%	-9%
CCCCN(C)CCNC(=O)c1cc2c(-c3ccccc3F)nn(C)c2s1	-16	846	-3.1%	22%	/	-4%	+	24*	-16%	-7%	-13%
CCOc1ccc(C(=O)OCC(=O)N2CCCC2)cc1OCC	/	/	-1.3%	18%	/	6%	i	0.4	8%	-8%	46%
CCC(=O)N1c2ccc(S(=O)(=O)CCC(=O)NC3CCCC3)cc2CC1C (configuration not stated)	/	/	-1.0%	7%	-2.5%	4%	i	0.4	-7%	-6%	0%
Cc1cc(-c2nc(C)c(C(=O)NNS(=O)(=O)c3cccc(C(F)(F)F)c3)s2)no1	-4	761	-1.8%	4%	/	-1%	i	0.3	13%	/	-1%
OCCNCCCCSc1ccc(Cl)cc1	2	681	2.3%	-13%	-3.9%	4%	i	0.2	-1%	-4%	-4%
Cc1ccn2c(C=O)c(-c3ccc(F)cc3)c(C=O)c2c1	-3	705	0.1%	12%	-5.5%	-3%	i	0.7	2%	-6%	3%
COc1cccc(CNC(=O)CCNC(=O)c2ccc(Br)o2)c1	-2	679	3.7%	-4%	/	2%	i	6.4	8%	2%	-8%
Cc1c(C(=O)N2CCN(Cc3ccc4c(c3)OCO4)CC2)sc2ncnc(N3CCN(c4ccccc4F)CC3)c12	-18	675	-3.2%	43%	/	1%	i	1.5	44%	-8%	-2%
N#Cc1ccc(C(=O)NC2CCCc3ccccc32)cc1 (configuration not stated)	7	687	-0.2%	44%	-8.6%	0%	i	0.1	14%	-7%	-10%
CCN(CC)C(=O)C(C)OC(=O)c1ccc(O)cc1 (configuration not stated)	-15	718	-0.8%	3%	-8.0%	-3%	i	0.5	6%	-3%	-9%
COc1ccc(OC)c(NC(=O)c2cccc(NC(=O)c3ccccc3C(=O)O)c2)c1	/	/	-1.6%	11%	/	0%	i	0.1	22%	1%	-6%
COCCNC(=O)c1nc2c(nnn2Cc2cc(C)ccc2C)c(=O)[nH]1	21	774	-1.3%	6%	-2.9%	-4%	i	2.1	-11%	0%	-3%
NS(=O)(=O)c1ccc(N=Cc2ccc(Br)s2)cc1	14	637	1.6%	14%	-2.4%	2%	i	0.4	-16%	-7%	-5%
CCN(CC)c1ccc(/C=N/NC(=O)OC(C)(C)C)cc1	12	743	-1.8%	-9%	/	2%	i	0.1	-44%	-5%	-3%
Cc1ccc(NC2(C#N)C(=O)Nc3ccccc32)cc1C (configuration not stated)	2	723	1.2%	-4%	-1.6%	1%	i	0.3	8%	-5%	5%
COc1ccc(OCCSCc2nnc(NC(=O)Nc3ccc(Cl)cc3)s2)cc1	-24	668	3.2%	11%	-0.4%	8%	i	1.1	-2%	-1%	0%
Cc1cnn(-c2cc(N/N=C/c3ccccc3F)ncn2)c1	/	/	0.8%	?	-5.8%	-2%	i	0.9	-43%	2%	-4%
Cc1cccc(N2C(=O)N3[C@H](c4ccc(F)cc4)[C@@H]4C(=O)N(C5CCCCC5)C(=O)[C@@H]4[C@]3(Cc3ccc(Cl)cc3)C2=O)c1	1	830	0.5%	17%	/	4%	i	1.9	6%	-4%	-6%
CCOc1cc2[nH]c(=O)n(CCCCC(=O)NC3CCCCCC3)c(=O)c2cc1OCC	/	/	0.3%	7%	-5.0%	0%	i	1.4	4%	-9%	-5%
O=C(NNC(=O)C1CC(c2cccnc2)=NO1)Nc1cccc(F)c1 (configuration not stated)	/	/	-3.3%	-3%	-2.3%	-3%	i	0.9	9%	-1%	-3%
CC(C)c1ccc(NC(=O)NC2(C(=O)NCc3cccnc3)CCCCC2)cc1	-1	783	1.7%	-1%	/	2%	i	2.4	-7%	6%	-15%
Cc1ccc(C)c(S(=O)(=O)N/N=C/c2ccc(N3CCOCC3)cc2)c1	0	688	-1.4%	?	/	-5%	i	0.4	11%	-2%	3%
O=c1[nH]c(Cc2cccc(C(F)(F)F)c2)nc2ccccc12	4	719	2.4%	-2%	/	1%	i	0.2	-17%	-8%	-11%
COc1ccccc1NS(=O)(=O)c1ccc2oc(SCC(C)=O)nc2c1	-40	798	-0.3%	3%	/	-2%	i	1.2	8%	-1%	-2%

Screens: PubChem, several laboratories

Not all compounds are listed. The share of hits here may be higher or lower than overall.
